Screens: PubChem, National Center for Advancing Translational Sciences (NCATS)
SW480 rereplic – A quantitative high throughput screen for small molecules that induce DNA re-replication in SW480 colon adenocarcinoma cells; Potency, µM (doses to about 46.1 µM), inactives show at the highest dose re-replication activation, usual class: activators; 340,000 tested, 1.8% active; AID 624297, 2012; SW480 DNA re-replication, Hoechst DNA content imaging, 48 h; further: potency means the concentration at half of the fitted maximal effect; % of control where 0% means no effect; nearly all actives have a fitted effect of over 55% in size
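SW480 cells exposed to compounds for 48 hr at 37 C, 5% CO2, then Hoechst-stained 40 min. Nuclear DNA content imaged by fluorescence scanning (405 nm excitation, 500-530 nm emission); re-replication scored as increased high-intensity nuclei.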
HT1080 IDH1KD tx – qHTS for induction of synthetic lethality in tumor cells producing 2HG: qHTS for the HT-1080-IDH1KD cell line; HT-1080 IDH1 knockdown viability, ATP luminescence, 48 h; Potency, µM (series often up to 46.1 µM), for inactives: at the highest dose activity, negative = toxicity, most hits filed as cytotoxic; 360,000 tested, 2% active; AID 686971, 2013;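 further: potency means the concentration at half of the fitted maximal effect; 0% = DMSO wells and -100% = cell-free medium wells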
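Luminescent ATP read-out (CellTiter-Glo, 10 min at room temperature) after 48 h compound exposure at 37 °C gave viability of IDH1-knockdown HT-1080 cells. Activity was normalised to DMSO and cell-free wells, then fitted as concentration-response curves.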
ATXN2 expr inh – Primary qHTS for Inhibitors of ATXN expression; HEK-293 ATXN2-luciferase reporter, luminescence, 24 h; Potency, µM (top dose mostly 57 µM), for inactives: at the top dose activity change, negative = inhibition, most hits filed as inhibitors; 360,000 tested, 0.72% active; AID 1745845, 2022; further: potency means the concentration at half of the fitted maximal effect; on the % scale 0 is the no-effect control and ±100 the full control effect; nearly all actives have a fitted effect of over 55% in size
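ATXN2-luciferase reporter cells (luciferase flanked by upstream and downstream ATXN2 gene portions) were treated 24 h at 37 °C with compounds at up to 57 uM. SteadyGlo luminescence gave expression; GF-AFC fluorescence gave viability.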
HT1080NT lethal – qHTS for induction of synthetic lethality in tumor cells producing 2HG: qHTS for the HT-1080-NT fibrosarcoma cell line | HT-1080-NT fibrosarcoma viability, CellTiter-Glo ATP luminescence, 48 h | Potency, µM (series often up to 46.1 µM), for the others: at the top dose activity, negative = less viability, hits mostly cytotoxic | 360,000 tested, 1.6% active | AID 686970, 2013;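 further: NT is the 2HG producing partner of a matched IDH1 knockdown line; potency means the concentration at half of the fitted maximal effect; 0% = DMSO-treated cells and -100% = media-only wells without cells; nearly all actives have a fitted effect of over 55% in size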
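A 48-hour cytotoxicity screen used HT-1080-NT cells plated 2 hours before compound delivery. ATP-based CellTiter-Glo luminescence measured viability, normalized to DMSO and no-cell controls.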
IL1B secr inh – qHTS for Inhibitors of Inflammasome Signaling: IL-1-beta AlphaLISA Primary Screen | activity change, % at 57.5 µM | 360,000 tested, 4.7% active | AID 743279, 2014 | THP-1 LPS/ATP IL-1B secretion, AlphaLISA, 16 h; hits give low values; in the data active means activity change below about -50%; inconclusive means mostly about -30% to -49%; further: on the % scale 0 is the no-effect control and ±100 the full control effect
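THP-1 cells pretreated 1 hr with compounds (up to 57.5 uM final), then stimulated with LPS (250 ng/mL final) plus ATP (1.25 mM final); secreted IL-1B measured by AlphaLISA after 16 hr, decreased signal indicating inhibition.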
KB-3-1 tox – qHTS assay for MDR1-selective chemotherapeutics: Primary screen using the parental adenocarcinoma cell KB-3-1; KB-3-1 viability, CellTiter-Glo ATP luminescence, 72 h; 400,000 tested, 1.4% active; Potency, µM (series often up to 46.1 µM), for the others: at the highest dose activity change, negative = cytotoxic, actives largely listed as cytotoxic; further: potency means the concentration at half of the fitted maximal effect; on the % scale 0 is the no-effect control and ±100 the full control effect; nearly all actives have a fitted effect of over 60% in size
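Multi-concentration cytotoxicity screen in KB-3-1 cells grown in DMEM lacking phenol red with 10% FBS. After 72 h at 37 °C with compound, ATP-dependent luminescence was recorded.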
ATXN viability – Viability Counterscreen for Primary qHTS for Inhibitors of ATXN expression | 400,000 tested, 0.49% active | Potency, µM (titrated, usually from 56.7 µM), actives largely listed as cytotoxic | AID 651635, 2014 | S2 cells (HEK-293 line with an ATXN2-luciferase reporter) viability, CellTiter-Fluor protease fluorescence, 24 h; further: potency means the concentration at half of the fitted maximal effect; nearly all actives have a fitted effect of over 40% in size
MCF10A rereplic – A quantitative high throughput screen for small molecules that induce DNA re-replication in MCF 10a normal breast cells | MCF 10A DNA re-replication, Hoechst nuclear intensity, 48 h | Potency, µM (series often up to 46.1 µM), for inactives: top-dose activity, positive = re-replication, hits mostly activators | 350,000 tested, 2.9% active | AID 624296, 2012; further: potency means the concentration at half of the fitted maximal effect; % of control where 0% means no effect; nearly all actives have a fitted effect of over 50% in size
KB-V1 MDR tox – qHTS assay for MDR1-selective chemotherapeutics: Primary screen using the drug-selected MDR subline cells KB-V1. Potency, µM (doses to about 46.1 µM), without a hit: top-dose activity change, negative = cytotoxicity, most hits filed as cytotoxic. KB-V1 MDR cells viability, CellTiter-Glo, 72 h. 400,000 tested, 3.4% active; further: potency means the concentration at half of the fitted maximal effect; on the % scale 0 is the no-effect control and ±100 the full control effect; nearly all actives have a fitted effect of over 60% in size
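Cytotoxicity via CellTiter-Glo luminescence after 72 h compound exposure at 37 degrees C. Cells: drug-selected KB-V1 line, DMEM phenol-red free plus 10% FBS. Compounds tested at multiple concentrations; normalized data fitted to concentration-effect curves.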
Numbers without * were called inactive; i = inactive; ? = inconclusive; . = no result given; [ ] = remark or other dose. Unless noted, the call rests on the fitted dose curve; in most records, active means well fitted curve in the direction sought with a large enough effect; inconclusive means small, poorly fitted or top-dose-only effect, or another doubt; inactive means no such curve, though single readings can be large; an effect the other way counts as inactive or inconclusive.

Compound	HT1080NT lethal	SW480 rereplic	IL1B secr inh	KB-3-1 tox	ATXN2 expr inh	ATXN viability	MCF10A rereplic	KB-V1 MDR tox	HT1080 IDH1KD tx
O=C(CSc1nnc(-c2ccco2)n1Cc1ccco1)N1CCOCC1	2%	-7%	0	13%	15%	i	-7%	-14%	3%
CC(=O)c1ccc(NC(=O)C2CCN(S(=O)(=O)c3cccs3)CC2)cc1	0%	-19%	3	2%	.	i	1%	-23%	-5%
CC(C)(C)c1cc(CSC(=S)NC2CCS(=O)(=O)C2)c(Br)c(C(C)(C)C)c1 (stereo unspecified)	?	3%	-58*	3%	.	i	?	6%	?
C=C(C)[C@@H]1CC=C(CN2CCC(N3CCC(C(=O)N4CCCC4)CC3)CC2)CC1	18µM*	?	-62*	?	-31%	i	?	?	21µM*
CCOc1cc(N2CCOCC2)c(OCC)cc1NC(=O)Cc1ccccc1OC	-25%	?	-12	?	-4%	i	?	3%	-27%
C/C(=N\NC(=S)NCc1ccccc1)c1ccccc1F	2%	-9%	17	-3%	17%	i	-17%	-7%	-4%
Cc1ccc(S(=O)(=O)N2CCCOC2CNC(=O)C(=O)NCCc2c[nH]c3ccccc23)cc1 (stereo unspecified)	-14%	25%	-60*	0%	-5%	i	24%	-6%	-16%
C=C1CCN(CC(=O)OC)S(=O)(=O)c2ccccc21	9%	-14%	-16	28%	0%	i	1%	2%	1%
COc1cccc(Cn2nnc3c(=O)[nH]c(C4CCN(C(=O)c5ccccc5Cl)CC4)nc32)c1	.	.	.	1%	13%	i	.	4%	.
COc1ccc(OC)c(CNC(=O)c2c(C)oc3ncn(C)c(=O)c23)c1	.	.	.	15%	7%	i	.	0%	.
Cn1nccc1C(=O)Nc1ccc2c(c1)OCO2	-3%	-2%	-16	2%	25%	i	2%	13%	-4%
CCOC(=O)N1CCN(S(=O)(=O)c2ccc(C(=O)NNc3nc4c(C)cc(C)cc4s3)cc2)CC1	?	5.8µM*	109	?	?	i	?	?	?
CCC(C)NCCOCCOc1ccc(C)cc1Br (stereo unspecified)	?	17%	-27	2%	-28%	i	-1%	-4%	?
Cc1cccc(C)c1NC(=O)c1cccnc1	12%	-2%	3	12%	11%	i	8%	3%	10%
COc1ccc(-c2ccc(CCC(=O)O)n2-c2cc(Cl)ccc2O)cc1	.	.	.	1%	5%	i	.	3%	.
COc1ccc(CCn2c(C)cc(C(=O)COC(=O)c3ccc(NC(=O)CC#N)cc3)c2C)cc1	-4%	-7%	-21	-8%	0%	?	-6%	-3%	0%
CC(=O)c1c(C)[nH]c(C(=O)Nc2c(C)n(C)n(-c3ccccc3)c2=O)c1C	0%	-6%	25	0%	1%	i	-2%	0%	1%
Cc1ccc(/C=N/NC(=O)c2cccc(S(=O)(=O)N3CCOCC3)c2)o1	-4%	3%	-7	7%	-9%	i	8%	?	2%
CCOC(=O)N1CCN(C(=O)CNC(=O)c2ccccc2F)CC1	4%	-4%	10	21%	16%	?	0%	10%	22%
CCc1cccc(CC)c1-n1c(SCC(=O)N2CCc3ccccc3C2)nnc1-c1cccnc1	?	0%	-58*	?	?	i	24%	?	?
COc1cccc(C(=O)OCC(=O)NC23CC4CC(CC(C4)C2)C3)c1	-1%	-3%	-1	20%	-1%	?	0%	0%	10%
COc1ccc(N2C(=O)CCC(C(=O)N3CCC(C(N)=O)CC3)C2c2ccc(F)cc2)cc1 (stereo unspecified)	9%	-7%	-14	10%	-10%	i	-2%	3%	12%
c1ccc(-c2ccccc2-c2nc(-c3ccncc3)no2)cc1	0%	-21%	-29	-17%	-5%	i	1%[9.22 µM]	3%	-22%
S=C(Nc1ccc(Oc2ccccc2)cc1)NC1CCCCCC1	?	2%	-76*	?	-25%	i	15µM*	?	?
Cc1cccc(CCNC(=O)c2cnc3c(C)cccn3c2=O)c1	.	.	.	14%	19%	i	.	2%	.
Cc1ccc(NC(=O)CCc2nc3ccccc3[nH]2)cc1C	1%	-7%	-4	3%	3%	i	1%	2%	-3%
Cc1ccc(C2(C)NC(=O)N(CC(=O)NC(=O)NC(C)(C)C)C2=O)cc1 (stereo unspecified)	-2%	-1%	9	-10%	-4%	i	0%	-6%	-19%
O=C(CNC(=O)c1ccc2c(c1)OCCO2)N/N=C/c1ccc([N+](=O)[O-])cc1	-14%	-10%	13	-18%	-22%	i	19%	23%	-1%
C=CCC1C=CCC(CC=C)N1C(=O)c1ccccc1[N+](=O)[O-] (stereo unspecified)	0%	-2%	-19	-11%	-3%	i	?	-26%	-8%
COC(=O)c1ccc(S(=O)(=O)NNC(=O)COc2ccc(C)cc2)cc1	1%	-1%	-7	5%	8%	i	4%	?	2%
NS(=O)(=O)c1ccc(CCNC(=O)CNC(=O)c2ccc(Oc3ccccc3)cc2)cc1	-23%	-19%	-18	-5%	-10%	i	-22%	?	-16%
O=C1OC(Cc2ccccn2)C(O)=C1C1=NCCCN1 (stereo unspecified)	27%	-8%	-14	13%	21%	i	14%	-1%	25%
O=S(=O)(NCc1csc(-c2cccnc2)n1)c1ccc(Br)cc1	9%	3%	-14	9%	9%	i	-3%	-19%	8%
Cc1nc(NC(=O)C2CC2)sc1C	4%	0%	-15	-2%	3%	i	0%	-11%	1%
CCCc1cc(=O)oc2c(C)c3occ(C)c3cc12	1%	4%	-12	8%	-18%	i	?	?	-4%
Cc1cc(C)n(-c2nnc(C)n2/N=C/c2cc(Br)ccc2OCc2ccccc2)n1	?	?	-13	?	38%	i	?	0%	?
O=C(/C=C/c1ccco1)NC(=S)Nc1ccccn1	24%	0%	-14	0%	57%[activator]	i	3%	12%	12%
CC(C)NS(=O)(=O)c1ccc(CCC(=O)NCc2ccccn2)cc1	13%	-8%	-6	20%	-11%	i	-7%	0%	16%
CC(=O)Nc1cccc(NC(=O)C(=O)NCC(c2ccco2)N2CCc3ccccc3C2)c1 (stereo unspecified)	-2%	-3%	11	-20%	-6%	i	-2%	?	-14%
O=C(O)C1CC(C(=O)O)SS1 (stereo unspecified)	1%	-8%	-11	-12%	-1%	i	-2%	-9%	-17%

As entered above.
KB-3-1 tox with CCCc1cc(=O)oc2c(C)c3occ(C)c3cc12 reads 8%
ATXN2 expr inh with Cc1cc(C)n(-c2nnc(C)n2/N=C/c2cc(Br)ccc2OCc2ccccc2)n1 reads 38%

Later entries:
Compound	HT1080NT lethal	SW480 rereplic	IL1B secr inh	KB-3-1 tox	ATXN2 expr inh	ATXN viability	MCF10A rereplic	KB-V1 MDR tox	HT1080 IDH1KD tx
Nc1nc(SCCOc2ccccc2)n[nH]1	-1%	-5%	-21	15%	0%	i	-1%	?	-1%
CCN(CC)C(=O)C1CCCN(C(=O)CCn2nnnc2CN2CCOCC2)C1 (stereo unspecified)	5%	-3%	7	-5%	8%	i	1%	-1%	3%
CCOC(=O)N1CCN(C(=O)CC(C)S(=O)(=O)c2cc3c(cc2C)NC(=O)CO3)CC1 (stereo unspecified)	3%	-5%	14	9%	4%	i	-2%	-1%	10%
COc1cc(OC)cc(C2=Cc3ccc(OC)cc3C(CC(C)=O)N2c2ccc(C#CCCO)cc2)c1 (stereo unspecified)	?	.	-7	-25%	-30%	?	.	3%	?
CC(C)N(C(=O)[C@H]1C[C@H](CC(=O)NCCN2CCOCC2)C(=O)N2CCc3c([nH]c4cc(CCC(=O)N(C)C)ccc34)[C@]12C)C(C)C	3%	-18%	9	0%	5%	i	-2%	0%	8%
CCOC(=O)c1[nH]c2c(c1-c1ccccc1)C(=O)CC(c1ccc(OC)c(OC)c1)C2 (stereo unspecified)	-8%	-9%	-17	-27%	?	?	-5%	-1%	-10%
Cc1oc2ncn(C)c(=O)c2c1C(=O)Nc1ccc(F)cc1	.	.	.	23%	-6%	i	.	5%	.
CC(=O)N1N=C(c2ccc3ccccc3c2)OC1(C)C	0%	0%	10	?	-19%	i	?	18µM*	3%
O=C1N/C(=N/Nc2ccccc2)S/C1=C\c1ccccc1	-18%	-29%	-28	-10%	5%	i	-4%	?	-20%
CCN(CC)S(=O)(=O)c1ccc(Cl)nc1	-3%	7%	-7	-12%	.	i	-2%	4%	-2%
COc1cccc(C2CC(OCCF)=CC(=O)O2)c1 (stereo unspecified)	-14%	.	13	4%	.	.	.	-22%	-22%
Cc1ccc(S(=O)(=O)n2cccc2/C=C/[N+](=O)[O-])cc1	?	.	?	?	.	?	.	?	?
CCC1CN(C(=O)N2CCC(C(=O)NCCc3ccc(OC)c(OC)c3)CC2)c2ccccc2O1 (stereo unspecified)	-3%	?	13	-5%	-29%	i	-1%	-15%	-2%
Cc1oc2cc3oc(=O)c(CCC(=O)NCCCC(=O)O)c(C)c3cc2c1C	0%	39%	-11	-12%	.	i	-9%	4%	0%
N=c1nc(-c2ccccc2)ccn1O	13%	0%	29	-2%	-9%	?	-1%	13%	10%
Cc1cccc2sc(NC(=O)CN(C)S(=O)(=O)c3cccs3)nc12	-18%	0%	-14	0%	-3%	i	3%	-21%	-2%
